Tau ThT inhib: inhibitors of human tau fibril formation, thioflavin T binding. P10636. recombinant tau K18 P301L, heparin-induced fibrillization, ThT fluorescence. Potency, µM (top dose mostly 57.4 µM), without a hit: top-dose activity, negative = inhibition, hits mostly inhibitors. hit rate 2.1% among 270,000. AID 1460; further: on the % scale 0 is the no-effect control and ±100 the full control effect; nearly all actives have a fitted effect of over 55% in size
Target sequence (P10636 561-689 P618L limits assumed): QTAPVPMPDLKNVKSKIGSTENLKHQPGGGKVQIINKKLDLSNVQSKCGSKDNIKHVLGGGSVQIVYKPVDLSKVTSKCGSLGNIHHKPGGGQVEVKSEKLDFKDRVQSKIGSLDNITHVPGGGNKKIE
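Using a mix of unlabeled (15 uM) and Alexa 594-labeled (0.24 uM) tau K18 P301L, heparin-triggered fibrillization over 6 hr at 37 C was scored by ThT fluorescence.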
Tau fluor cs: counter-screen for tau fibril formation inhibitors | tau K18 P301L (four-repeat tau fragment) Alexa594 fluorescence, heparin fibrillization | Potency, µM (top dose mostly 57.7 µM), inactives show at the top dose activity change, negative = decrease | hit rate 0.93% among 280,000 | AID 1463; further: on the % scale 0 is the no-effect control and ±100 the full control effect; nearly all actives have a fitted effect of over 55% in size
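Human K18 P301L tau (15 uM unlabeled plus 0.24 uM Alexa 594-labeled, final) in 100 mM sodium acetate pH 7 was mixed with compound and 20 uM heparin and incubated 6 hr at 37 C.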
HttQ103 aggreg: inhibitors of mutant huntingtin aggregate formation in PC12 cells. PC12 HttQ103-GFP aggregates, Acumen cytometry, 40 h. Potency, µM (titrated, usually from 46.1 µM), for inactives: at the top dose activity change, negative = inhibition, most hits filed as inhibitors. hit rate 1.1% among 220,000. AID 1688; further: on the % scale 0 is the no-effect control and ±100 the full control effect; nearly all actives have a fitted effect of over 60% in size
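PC12 cells with ecdysone-inducible HTT exon1 Q103-GFP, induced by 100 nM tebufenozide, given compounds in a concentration series. GFP aggregates (1–25 um, 6 SD above background) counted in lysates by laser-scanning cytometry, 488 nm excitation.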
HTT ATP protect: Huntington cell model cytoprotection by ATP luminescence; PC12 HTT-Q103 induced, cytoprotection, ATP luminescence, 40 h; hit rate 0.14% among 230,000; Potency, µM (top dose mostly 56.4 µM), inactives show cytoprotection (ATP increase), hits mostly activators; AID 1471;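 further: % of control where 0% means no effect; nearly all actives have a fitted effect of over 45% in size; toxic huntingtin expression switched on by the ecdysone agonist tebufenozide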
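Quantitative HTS on tebufenozide-induced (100 nM) PC12 cells expressing HTTQ103 exon 1–GFP; compounds tested as a concentration series; survival measured via cellular ATP.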
SMN2 splice up: enhancers of SMN2 splice variant expression. HEK293 SMN2-luciferase splicing reporter, luminescence, 30-36 h. Potency, µM (doses to about 46.1 µM), without a hit: top-dose activity change, positive = activation, hits mostly activators. hit rate 2.8% among 210,000; further: % of control where 0% means no effect; nearly all actives have a fitted effect of over 55% in size
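HEK293 cells carry an SMN2 […]–luciferase reporter in which exon 7 inclusion puts luciferase in frame. Cells were plated 10-12 h before compound addition, then incubated 30-36 h at 37C. ONE-Glo luminescence was read; sodium butyrate at 4.5 mM final served as control.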
JMJD2E inh: blocks human JMJD2E demethylase activity; B2RXH2; JMJD2E catalytic domain, FDH-coupled NADH fluorescence (FDH is formaldehyde dehydrogenase); Potency, µM (top dose mostly 57.1 µM), without a hit: at the highest dose activity change, negative = inhibition, actives largely listed as inhibitors; hit rate 1.6% among 230,000; AID 2147; active means well fitted inhibition curve with a large enough effect, not every such curve was filed as active; inconclusive means small, poorly fitted or top-dose-only effect, or another doubt; inactive means no such curve, though single readings can be large or run the other way;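 further: 0% = wells with enzyme and -100% = buffer wells without enzyme; nearly all actives have a fitted effect of over 50% in size; many of its hits are not listed in these tables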
Target sequence (B2RXH2 1-337 limits assumed): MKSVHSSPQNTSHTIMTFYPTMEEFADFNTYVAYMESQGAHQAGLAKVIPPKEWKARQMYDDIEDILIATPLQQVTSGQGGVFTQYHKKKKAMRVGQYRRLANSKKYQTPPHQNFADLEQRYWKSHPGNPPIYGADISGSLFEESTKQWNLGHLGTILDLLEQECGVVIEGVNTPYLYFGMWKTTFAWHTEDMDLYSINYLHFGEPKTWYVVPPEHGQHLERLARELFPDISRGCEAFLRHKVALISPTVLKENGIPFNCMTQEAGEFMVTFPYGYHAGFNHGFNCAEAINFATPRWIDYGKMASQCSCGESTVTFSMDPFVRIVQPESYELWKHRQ
Tau fibril FP: inhibitors of human tau fibril formation; hit rate 0.39% among 280,000; K18 P301L tau heparin fibrillization, Alexa594 FP, 6 h; Potency, µM (titrated, usually from 57.7 µM), for inactives: top-dose activity, negative = inhibition, most hits filed as inhibitors; further: on the % scale 0 is the no-effect control and ±100 the full control effect; nearly all actives have a fitted effect of over 55% in size
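Compound effects on tau fibrillization are measured by Alexa 594 fluorescence polarization (ex 555, em 632 nm). K18 P301L tau is used at 15 uM with 0.24 uM labeled tracer, and 20 uM heparin induces aggregation over 6 hr at 37 C.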
ALDH1A1 inh: blocks purified human ALDH1A1 activity | P00352 | Purified ALDH1A1, NADH fluorescence, propionaldehyde substrate | Potency, µM (highest dose often 75.3 µM), inactives show at the highest dose activity, negative = inhibition, usual class: inhibitors | hit rate 7.3% among 220,000 | AID 1030; active means well fitted inhibition curve with a large enough effect, not every such curve was filed as active; inconclusive means small, poorly fitted or top-dose-only effect, or another doubt; inactive means no such curve, though single readings can be large or run the other way;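 further: plate controls were no enzyme wells and a reference inhibitor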
Target sequence (P00352 whole entry, looked up): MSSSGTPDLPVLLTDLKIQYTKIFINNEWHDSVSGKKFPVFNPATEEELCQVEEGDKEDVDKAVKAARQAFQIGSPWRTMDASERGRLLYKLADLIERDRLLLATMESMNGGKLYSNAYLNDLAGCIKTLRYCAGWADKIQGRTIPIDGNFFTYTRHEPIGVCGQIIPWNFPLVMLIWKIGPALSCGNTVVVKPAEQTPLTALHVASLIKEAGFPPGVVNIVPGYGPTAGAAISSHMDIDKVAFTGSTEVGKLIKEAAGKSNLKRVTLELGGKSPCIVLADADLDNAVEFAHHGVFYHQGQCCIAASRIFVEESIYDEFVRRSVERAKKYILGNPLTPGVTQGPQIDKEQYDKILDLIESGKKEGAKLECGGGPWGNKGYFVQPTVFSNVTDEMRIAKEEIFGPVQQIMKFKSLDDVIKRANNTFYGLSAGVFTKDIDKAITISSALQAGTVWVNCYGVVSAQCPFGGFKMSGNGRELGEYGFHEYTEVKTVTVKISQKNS
* marks the source's active call; other numbers are inactive results; [ ] = another dose, or the depositor's remark. Unless noted, the call rests on the fitted dose curve; in most records, active means well fitted curve in the direction sought with a large enough effect; inconclusive means small, poorly fitted or top-dose-only effect, or another doubt; inactive means no such curve, though single readings can be large; an effect the other way counts as inactive or inconclusive. Potency means the concentration at half of the fitted maximal effect. A portion of the library; the hit share may differ from the screen's.

Screening CO/N=C/CC(=O)c1ccc(-c2ccccc2)cc1 returned Tau ThT inhib inconclusive, Tau fluor cs -13%, HttQ103 aggreg -8%[9.22 µM], HTT ATP protect -36%[inhibitor][1.9 µM], SMN2 splice up 12%, JMJD2E inh -7%, Tau fibril FP -11% and ALDH1A1 inh inconclusive.
For O=C(O)CCCC(=O)Nc1nc2n(n1)C(c1ccc(F)cc1)CC(c1ccc(Cl)cc1)N2 (stereo unspecified) the results were Tau ThT inhib -11%, Tau fluor cs -7%, HttQ103 aggreg 1%, HTT ATP protect 8%[0.074 µM], SMN2 splice up 3%, JMJD2E inh inconclusive, Tau fibril FP 2% and ALDH1A1 inh 13%.
`O=C(O)[C@@H]1CCCNC1` gave HTT ATP protect 6%[17.1 µM], SMN2 splice up -8%[20.6 µM], JMJD2E inh 3%[25.5 µM] and ALDH1A1 inh -3%[20.9 µM].
Screening Fc1ccc2c(c1)C(c1ccncc1)=NNC(c1ccccc1)=N2 returned Tau ThT inhib -11%, Tau fluor cs -6%, HttQ103 aggreg -6%, HTT ATP protect -31%[10 µM], SMN2 splice up -9%, JMJD2E inh 1%, Tau fibril FP -4% and ALDH1A1 inh -1%.
Screening Cc1ccc(-c2cc(NC(=O)c3cccc(C)c3)on2)cc1 returned Tau ThT inhib -9%, Tau fluor cs -14%, SMN2 splice up inconclusive and Tau fibril FP -10%.
O=C(N/N=C/C=C/c1ccccc1)C1CC1c1ccccc1 (stereo unspecified) was read as Tau ThT inhib -19%, Tau fluor cs inconclusive, HttQ103 aggreg -13%, HTT ATP protect -4%[10 µM], SMN2 splice up 0%, JMJD2E inh -6%, Tau fibril FP -8% and ALDH1A1 inh 14%.
For C=CCN(CC=C)C(=O)c1c(OC)cccc1OC the results were Tau ThT inhib -6%, Tau fluor cs -8%, HttQ103 aggreg 10%, SMN2 splice up -9%, JMJD2E inh -2%, Tau fibril FP -2% and ALDH1A1 inh 11%.
CC(C)(C)S(=O)(=O)/C(C#N)=C/Nc1ccccn1 was read as Tau ThT inhib -14%, Tau fluor cs -18%, HttQ103 aggreg -6%[9.22 µM], HTT ATP protect 11%[10 µM], JMJD2E inh 4% and Tau fibril FP 3%.
`Cc1ccc2c(c1)N(CCCC(=O)Nc1cccc(C(F)(F)F)c1)C(=O)CO2` gave Tau ThT inhib -5%, Tau fluor cs inconclusive, SMN2 splice up -8% and Tau fibril FP -10%.
Cc1cc(=O)[nH]c(SCn2nnc3ccccc3c2=O)n1 was read as Tau ThT inhib 4%, Tau fluor cs 7%, HttQ103 aggreg -6%, HTT ATP protect -18%[10 µM], SMN2 splice up 12%, JMJD2E inh 2%, Tau fibril FP 6% and ALDH1A1 inh 4%.
`COC(=O)c1ccc(-c2ccc([C@H]3[C@H]4C=CC[C@@H](C)[C@@H]4C(=O)N3Cc3ccccc3)c(F)c2)cc1` gave Tau ThT inhib inconclusive, Tau fluor cs -16%, HttQ103 aggreg -12%[9.22 µM], HTT ATP protect -10%[10 µM], JMJD2E inh inconclusive and Tau fibril FP -1%.
`CCOC(=O)c1c2n(c3ccc(O)cc13)CCC2` gave Tau ThT inhib -6%, Tau fluor cs 2%, HttQ103 aggreg 7%, HTT ATP protect 8%[10 µM], SMN2 splice up -9%, JMJD2E inh 1%, Tau fibril FP 5% and ALDH1A1 inh 8%.

The closing four records of the part above lead into the next:
`Cc1ccc2c(c1)N(CCCC(=O)Nc1cccc(C(F)(F)F)c1)C(=O)CO2` gave Tau ThT inhib -5%, Tau fluor cs inconclusive, SMN2 splice up -8% and Tau fibril FP -10%.
Cc1cc(=O)[nH]c(SCn2nnc3ccccc3c2=O)n1 was read as Tau ThT inhib 4%, Tau fluor cs 7%, HttQ103 aggreg -6%, HTT ATP protect -18%[10 µM], SMN2 splice up 12%, JMJD2E inh 2%, Tau fibril FP 6% and ALDH1A1 inh 4%.
`COC(=O)c1ccc(-c2ccc([C@H]3[C@H]4C=CC[C@@H](C)[C@@H]4C(=O)N3Cc3ccccc3)c(F)c2)cc1` gave Tau ThT inhib inconclusive, Tau fluor cs -16%, HttQ103 aggreg -12%[9.22 µM], HTT ATP protect -10%[10 µM], JMJD2E inh inconclusive and Tau fibril FP -1%.
`CCOC(=O)c1c2n(c3ccc(O)cc13)CCC2` gave Tau ThT inhib -6%, Tau fluor cs 2%, HttQ103 aggreg 7%, HTT ATP protect 8%[10 µM], SMN2 splice up -9%, JMJD2E inh 1%, Tau fibril FP 5% and ALDH1A1 inh 8%.
Cc1cccc(N2CCN(c3nc4ccccc4c4nc(-c5cccnc5)nn34)CC2)c1C was read as Tau ThT inhib -2%, Tau fluor cs -1%, SMN2 splice up -2% and Tau fibril FP -2%.
Screening O=S1(=O)NC(=NCCOCCO)c2ccccc21 returned Tau ThT inhib -1%, Tau fluor cs 7%, SMN2 splice up 7%, JMJD2E inh -10%, Tau fibril FP 1% and ALDH1A1 inh 3%.
O=C(C1CCC1)N1CCc2cc(S(=O)(=O)Nc3ccc4c(c3)OCCO4)ccc21 was read as Tau ThT inhib -3%, Tau fluor cs -7%, HttQ103 aggreg inconclusive, HTT ATP protect -14%, SMN2 splice up -32%[inhibitor], JMJD2E inh 9%, Tau fibril FP -2% and ALDH1A1 inh 8%.
Screening CCOc1ccc(C(=O)c2cn(CC(=O)Nc3cccc(OC)c3)c3cc4c(cc3c2=O)OCCO4)cc1 returned Tau ThT inhib 3%, Tau fluor cs -17%, SMN2 splice up -5% and Tau fibril FP inconclusive.
Screening CC(=O)c1ccc(NC(=S)N2CCN(C(=S)Nc3ccc(C(C)=O)cc3)C(C)C2)cc1 (stereo unspecified) returned Tau ThT inhib inconclusive, Tau fluor cs -25%, HttQ103 aggreg 15%[9.22 µM], HTT ATP protect 14%[10 µM], JMJD2E inh 4%, Tau fibril FP inconclusive and ALDH1A1 inh -16%.
Cc1cc(C(=O)N2CCc3ccccc32)c2ccccc2n1 was read as Tau ThT inhib -6%, Tau fluor cs -6%, HttQ103 aggreg -5%, HTT ATP protect -28%, SMN2 splice up -11%, JMJD2E inh -3%, Tau fibril FP 6% and ALDH1A1 inh 10%.
For CC(C)COC(=O)c1ccccc1OC(=O)c1ccncc1 the results were Tau ThT inhib -12%, Tau fluor cs -6%, HttQ103 aggreg 23%, HTT ATP protect -6%, SMN2 splice up 2%, JMJD2E inh -8%, Tau fibril FP -7% and ALDH1A1 inh -15%.
Screening Cc1[nH]c(=O)[nH]c(=O)c1N(C)C returned Tau ThT inhib 0%, Tau fluor cs -3%, HttQ103 aggreg 2%, HTT ATP protect inconclusive, SMN2 splice up 5%, JMJD2E inh -1%, Tau fibril FP -4% and ALDH1A1 inh 6%.
For Cc1ccc(/C=N/NC(=O)CSc2nc3ccccc3c(=O)n2-c2ccccc2C)s1 the results were Tau ThT inhib -9%, Tau fluor cs -25%, HttQ103 aggreg 29%, SMN2 splice up 7%, JMJD2E inh 4%, Tau fibril FP -7% and ALDH1A1 inh inconclusive.
Screening COC(=O)C1=NN(C(=O)c2cccc(Cl)c2)C(O)(C(C)(C)C)C1 (stereo unspecified) returned Tau ThT inhib -8%, Tau fluor cs 4%, HttQ103 aggreg 1%, SMN2 splice up 4%, JMJD2E inh inconclusive, Tau fibril FP inconclusive and ALDH1A1 inh inconclusive.
Screening CCNC(=O)CC1C(=O)N(c2ccc(F)cc2)C(=O)N1CCOC (stereo unspecified) returned Tau ThT inhib 4%, Tau fluor cs 5%, SMN2 splice up -8% and Tau fibril FP -3%.
For COc1ccc(NS(=O)(=O)c2ccc(-n3nnc4ccccc43)c([N+](=O)[O-])c2)cc1 the results were Tau ThT inhib -15%, Tau fluor cs inconclusive, HttQ103 aggreg -10%[9.22 µM], HTT ATP protect 5%, SMN2 splice up -23%, JMJD2E inh -5%, Tau fibril FP inconclusive and ALDH1A1 inh inconclusive.
`Cc1cc(=O)oc(C)c1C(=O)OCC(=O)c1ccc(Br)cc1` gave Tau ThT inhib inconclusive, Tau fluor cs -14%, HttQ103 aggreg -16%, HTT ATP protect -2%[1.9 µM], SMN2 splice up -18%, JMJD2E inh inconclusive, Tau fibril FP -4% and ALDH1A1 inh inconclusive.
Screening Cc1ccc2c(c1)C(=O)CC1(CCC(C(C)(C)C)CC1)O2 (stereo unspecified) returned Tau ThT inhib -2%, Tau fluor cs 8%, HttQ103 aggreg -23%[9.22 µM], HTT ATP protect 3%[10 µM], JMJD2E inh -18% and Tau fibril FP 9%.
`CN(C)C(=O)NC(O)C(Cl)Cl` (stereo unspecified) gave Tau ThT inhib 4%, Tau fluor cs 4%, HttQ103 aggreg -13%, HTT ATP protect 5%, SMN2 splice up -12%, JMJD2E inh 2%, Tau fibril FP 1% and ALDH1A1 inh inconclusive.
For O=C(NCc1cccs1)c1ccc(CSc2nc3ccncc3n2Cc2ccccc2)cc1 the results were Tau ThT inhib 15%, Tau fluor cs -16%, SMN2 splice up 22% and Tau fibril FP -7%.
Screening Cc1cc(C)nc(-n2nc(C)cc2Nc2ccccc2)n1 returned Tau ThT inhib -15%, Tau fluor cs -9%, HttQ103 aggreg inconclusive, HTT ATP protect -27%[0.074 µM], JMJD2E inh 0%, Tau fibril FP 0% and ALDH1A1 inh inconclusive.
`COc1cccc(-n2c(C)nc3c(cnn3-c3ccc(C)cc3)c2=O)c1` gave Tau ThT inhib -7%, Tau fluor cs -7%, HttQ103 aggreg -26%, HTT ATP protect -16%, JMJD2E inh 2%, Tau fibril FP 3% and ALDH1A1 inh -5%.
For COc1ccccc1C(=O)Nc1cc(-c2ccc(C)cc2)no1 the results were Tau ThT inhib -11%, Tau fluor cs inconclusive, SMN2 splice up inconclusive and Tau fibril FP -19%.
For COc1cc(C(=O)NC2CCCNC2)cc(OC)c1OC (stereo unspecified) the results were Tau ThT inhib -6%, Tau fluor cs 1%, JMJD2E inh -9% and Tau fibril FP -11%.
For COc1ccc(C2=NN(CC(=O)Nc3ccccc3C)C(=O)CC2)cc1 the results were Tau fluor cs 4%[0.0958 µM], HttQ103 aggreg 20%[9.22 µM], HTT ATP protect -11%[10 µM], JMJD2E inh -14% and Tau fibril FP 1%[0.0958 µM].

Assay outcomes as filed in PubChem BioAssay.
